CFTR F508del cor: correctors of CFTR F508del function in bronchial epithelial cells | CFBE cells, YFP halide quenching; stimulated with forskolin plus potentiator P3; % fluorescence drop versus neutral controls | activity (quench increase), % at 7.58 µM | 0.36% of 350,000 active | AID 720511;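 active = mean added fluorescence quench of at least 8% versus neutral control, with both replicates also reaching 8%; inconclusive = only one of the mean or replicate conditions met; inactive = mean below 8% and not both replicates reaching 8%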;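 also: cells transiently co-express mutant CFTR-F508del with the halide-sensitive YFP; corrector assay measuring rescue of mutant channel to the surface after 24 h compound exposure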
SIRT5 inh: sirtuin-5 (human) deacylase inhibition; Q9NXA8; Purified SirT5, succinyl-peptide AMC, trypsin-coupled fluorescence; inhibition, % at 15 µM; 1.1% of 330,000 active; in the data active = inhibition above about 15%; inconclusive = no clear call, values can overlap the other calls
Target sequence (Q9NXA8 whole entry, looked up): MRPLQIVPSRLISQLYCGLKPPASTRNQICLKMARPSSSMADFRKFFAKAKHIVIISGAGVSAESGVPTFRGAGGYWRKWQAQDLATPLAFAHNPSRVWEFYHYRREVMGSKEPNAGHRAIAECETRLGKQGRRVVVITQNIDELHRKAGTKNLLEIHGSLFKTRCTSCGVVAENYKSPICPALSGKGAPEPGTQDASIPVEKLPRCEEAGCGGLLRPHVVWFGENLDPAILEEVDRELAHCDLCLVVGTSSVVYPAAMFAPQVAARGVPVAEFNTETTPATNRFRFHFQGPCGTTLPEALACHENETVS
ERp5 inh: inhibitors of human ERp5; ERp5 insulin aggregation, absorbance 650 nm, 90 min; Q15084; 0.05% of 350,000 active; inhibition, % at 9.99 µM;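 active = mean replicate inhibition above about 25%, with every replicate also reaching it, limit read from the data, passing the limit was not always enough; inconclusive = only one of those two criteria met; inactive = neither criterion met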
Target sequence (Q15084 whole entry, looked up): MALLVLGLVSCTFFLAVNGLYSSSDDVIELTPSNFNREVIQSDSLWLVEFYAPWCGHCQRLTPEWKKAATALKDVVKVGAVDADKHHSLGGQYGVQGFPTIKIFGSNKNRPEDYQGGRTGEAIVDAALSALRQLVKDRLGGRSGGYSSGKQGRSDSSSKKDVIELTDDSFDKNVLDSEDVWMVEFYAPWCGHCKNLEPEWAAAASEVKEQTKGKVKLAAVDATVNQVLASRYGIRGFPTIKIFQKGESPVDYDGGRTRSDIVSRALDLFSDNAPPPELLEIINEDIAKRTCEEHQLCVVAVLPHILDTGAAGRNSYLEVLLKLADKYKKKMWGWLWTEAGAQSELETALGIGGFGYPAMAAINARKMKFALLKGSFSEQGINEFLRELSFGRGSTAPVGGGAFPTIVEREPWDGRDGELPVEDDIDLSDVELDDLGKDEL
ERAP1 inh: blocks human ERAP1 aminopeptidase activity. recombinant ERAP1, Leu-AMC fluorescence, 60 min. inhibition, % at 10.7 µM. 0.15% of 340,000 active;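 active = mean replicate inhibition of at least 30%, or all replicates individually reaching that 30% level; inactive = mean below 30% and not every replicate reaching it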;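 also: 0% = neutral control wells and 100% = L-leucinethiol positive control wells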
miR122 inh: blocks miR-122 activity in Huh7 sensor cells; Huh7 miR-122 Renilla luciferase sensor, 48 h; neutral wells = 0, positive control = 100; activation (reporter increase), % at 12.5 µM; 0.3% of 340,000 active; AID 602342;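 active = mean replicate activation score at least 90 and every replicate individually at or above 90; inconclusive = only one of the two criteria met; inactive = neither criterion met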;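 also: higher luciferase means less miR-122 activity so hits act as miR-122 inhibitors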
DENV2 CPE: inhibitors of DENV2 cytopathic effect. DENV2-infected cells, cytopathic effect rescue, plate reader. CPE inhibition, % at 9.99 µM. 1.7% of 350,000 active; in the data active = CPE inhibition above about 20%, passing the limit was not always enough; inconclusive = no clear call, values can overlap the other calls; tested in BHK-21 cells;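 also: 0% = median of neutral control wells and 100% = median of positive control wells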
Casp6 inh: caspase-6 (human) enzyme inhibition. purified caspase-6, Z-VEID-R110 cleavage fluorescence. AID 686996. 0.53% of 350,000 active. inhibition, % at 12.5 µM;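 active = mean inhibition across replicates at least about 35%, with every replicate also reaching that limit, limit read from the data; inconclusive = only one of the two criteria met; inactive = neither criterion met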;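 also: 0% = median of neutral control wells and 100% = no fluorescence left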
Target sequence (P55212 24-179 limits assumed): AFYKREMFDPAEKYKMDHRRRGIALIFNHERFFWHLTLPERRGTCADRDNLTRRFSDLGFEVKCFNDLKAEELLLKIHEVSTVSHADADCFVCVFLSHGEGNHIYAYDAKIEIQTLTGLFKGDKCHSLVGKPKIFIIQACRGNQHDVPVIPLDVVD
Target sequence (P55212 194-293 limits assumed): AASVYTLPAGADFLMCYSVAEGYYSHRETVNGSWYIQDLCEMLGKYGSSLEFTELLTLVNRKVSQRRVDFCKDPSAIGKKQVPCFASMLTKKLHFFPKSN
Numbers without * were called inactive; ? = inconclusive; nt = not tested or not shown; & = joins results of further samples; [ ] = dose if it differs, or a comment.

molecule	miR122 inh	ERp5 inh	DENV2 CPE	ERAP1 inh	CFTR F508del cor	Casp6 inh	SIRT5 inh
CSc1nsc(NC(=O)CCNC(=O)c2ccc([N+](=O)[O-])cc2)n1	-14	-3	3	1	-0.6	5	1
COc1ccc(S(=O)(=O)N(C)C[C@@H]2Oc3cc(C#CC4CC4)ccc3S(=O)(=O)N([C@H](C)CO)C[C@H]2C)cc1	19[16.7 µM]	3	11	4	2.8	2	15*
Clc1cccc(/C=N\Nc2nccs2)c1	14	-9	nt	3	nt	4	-5
CC(C)c1ccc(N(C(=O)c2csnn2)C(C(=O)NC2CCCC2)c2ccncc2)cc1 (stereo not given)	3	0	6	-1	-0.2	2	-2
Cc1ccsc1CN(C)C(=O)CN1C(=O)NC2(CCCCC2C)C1=O (stereo not given)	nt	-7	-1	2	0.0	0	-2
Cc1ccc(C(=O)Nc2nc(=O)n(C(=O)CC(C)C)s2)cc1	nt	-1	12	-3	nt	4	0
C[C@@H]1CN([C@H](C)CO)S(=O)(=O)c2ccc(-c3ccc(C#N)cc3)cc2O[C@@H]1CN(C)C(=O)C1CC1	-1[16.7 µM]	-2	-11	4	0.7	0	4
Cc1nn(C)cc1NC(=O)C[C@H]1CC[C@@H]2[C@H](COc3ccc(NC(=O)c4cccc(F)c4)cc3C(=O)N2C)O1	-20[16.7 µM]	-1	1	3	-0.1	3	-2
O=C(N/N=C/C=C/c1cccc([N+](=O)[O-])c1)c1ccncc1	-2	0	-2	4	1.5	0	5
N/C(=N\OC(=O)c1ccccc1)C(C(=O)NOC(=O)c1ccccc1)C1CCCCC1 (stereo not given)	-3	2	-7	0	0.0	2	-2
COc1ccc(NC(=O)COC(=O)Cn2cnc3ccccc3c2=O)c(OC)c1	-7	-2	-8	-1	-1.0	-2	6
O=C(N/N=C/c1ccccc1C(=O)O)c1cccc(S(=O)(=O)Nc2cc(Cl)ccc2Cl)c1	-8	-8	-5	nt	-1.2	9	0
c1ccc(C2Oc3ccccc3C3CC(c4cccs4)=NN32)cc1 (stereo not given)	2	0	-1	-3	0.2	1	2
COCC(=O)N[C@H]1CC[C@@H](CC(=O)NCc2ccc(Cl)cc2)O[C@@H]1CO	nt	15	5	1	-1.1	1	-2
O=C(NC1CCCC1)N[C@@H]1C=C[C@H](CC(=O)N2CCOCC2)O[C@@H]1CO	-2[16.7 µM]	1	-2	-1	0.1	-1	1
O=C(O)CC(NCc1ccco1)C(=O)OCCCl (stereo not given)	-7	0	0	-6	nt	-1	-1
COC(=O)C1=C(C)N(C)C(=NCC2CC2)NC1CCc1ccccc1 (stereo not given)	nt	4	-11	1	-1.7	-5	2
O=C(CN1CCCCC1)Nc1c2c(nc3ccccc13)N(c1ccccc1)CC2	5	-5	1	-1	-2.5	-5	-5
Cc1ccc2nc(N3C(=O)CNC3=S)sc2c1	8	-1	-10	-3	3.2	-5	-5
O=C(C[C@@H]1C=C[C@@H](NC(=O)C2CC2)[C@H](CO)O1)Nc1nccs1	nt	3	3	0	-0.5	-1	-7
C[C@@H]1CN([C@H](C)CO)C(=O)c2cc(NC(=O)NC3CCCCC3)ccc2O[C@H]1CN(C)S(=O)(=O)c1ccc(F)cc1	-4[16.7 µM]	-2	-13	-3	-0.4	3	4
CCC(C)(C)n1nnnc1C(c1cc2ccc(C)cc2[nH]c1=O)N(Cc1cccnc1)Cc1ccco1 (stereo not given)	nt	5	-1	12	0.9	1	1
Cc1cccc(C)c1NC(=O)CNC(=O)CN1C(=O)NC2(CCc3ccccc32)C1=O (stereo not given)	2	-1	-4	9	0.0	1	-2
CCOC(=O)C1=CN(C)C=C(C(=O)OCC)C1c1ccsc1	4	0	nt	-135	nt	-4	-35
Cc1ccc2oc(C(=O)N3CCC(O)(c4cccc(C(F)(F)F)c4)CC3)c(C)c2c1	4	5	-9	-2	-5.0	0	12
Cc1c(C(=O)NCc2ccco2)oc2c(F)cccc12	13	4	4	1	0.9	7	-7
CN(C)C(=O)c1cccc(-c2ccc([C@@H]3[C@@H](CO)N4CCCCN(C(=O)C5CCCC5)C[C@@H]34)cc2)c1	-23[16.7 µM]	6	8	1	-0.1	-1	3
COc1cccc(C(=O)OCc2cc(=O)oc3c(C)c(C)ccc23)c1OC	-7	-1	?	0	1.4	5	-2
CCNC(=S)NNC(=O)c1cc(-c2ccc(OCC)cc2)nc2ccccc12	9	4	17	3	3.9	8	-3
COc1ccccc1NC(=O)COc1ccc(Br)cc1CNC1CCCC1	nt	1	-1	2	2.7	nt	0
O=C(COc1ccc2c3c(c(=O)oc2c1)CCC3)NCC(O)c1ccccc1 (stereo not given)	-5	1	-6	1	-2.2	-1	1
COC(=O)c1nnn(-c2nonc2N)c1COc1ccc(C=O)cc1OC	-1	2	19	nt	-0.2	1	-7

Overlap with the part before: two entries, then new ones.
molecule	miR122 inh	ERp5 inh	DENV2 CPE	ERAP1 inh	CFTR F508del cor	Casp6 inh	SIRT5 inh
O=C(COc1ccc2c3c(c(=O)oc2c1)CCC3)NCC(O)c1ccccc1 (stereo not given)	-5	1	-6	1	-2.2	-1	1
COC(=O)c1nnn(-c2nonc2N)c1COc1ccc(C=O)cc1OC	-1	2	19	nt	-0.2	1	-7
COc1cccc(N2CCN(S(=O)(=O)c3c(C)[nH]c(C)c3C(=O)N3CCCCC3)CC2)c1	-1	16	-7	2	-2.0	1	-2
COc1ccc2c3c(n(C)c2c1)[C@H](CO)N(S(C)(=O)=O)CC31CCN(C(=O)C2CC2)CC1	nt	5	31*	0	1.8	-1	-3
COc1ccc(NC(=O)C/C(C)=N/NC(=O)c2cnccn2)c(OC)c1	-7	3	6	-1	-2.7	0	3
CC(=O)c1cccc(N(CC(=O)Nc2ccc(S(=O)(=O)N3CCCC3)cc2)S(C)(=O)=O)c1	2	8	3	0	2.2	1	-17
O=C(C[C@H]1CC[C@H](NC(=O)c2cnccn2)[C@H](CO)O1)NCc1ccccc1F	-1[16.7 µM]	3	-5	0	1.2	2	1
Cc1cccc(NC(=O)C(C)SCc2nc3sc4c(c3c(=O)[nH]2)CCCC4)n1 (stereo not given)	0	5	-2	-2	-5.5	-2	-11
CCCCN(C)C(=O)c1ccc2c(c1)N(CC)C(=O)c1ccccc1S2(=O)=O	4	0	7	0	2.5	0	-1
CN(C)c1nnnn1-c1ccc(Cl)cc1	5	1	-1	-2	-2.0	-1	-1
C[C@H]1CN([C@@H](C)CO)C(=O)c2cc(-c3cccc(C#N)c3)cnc2O[C@H]1CN(C)C(=O)C1CCCCC1	-2[16.7 µM]	5	8	1	0.4	4	-3
Cc1cnc(C(=O)OCC(=O)NC2CCCCCC2)cn1	-1	?	0	-6	-0.3	2	0
COc1cc(C2CC(=O)C3=C(C2)Nc2ncnn2C3c2cccs2)cc(OC)c1OC (stereo not given)	3	0	-1	1	nt	-5	-1
Cc1ccc(C(=O)NC2CCSC2=O)cc1 (stereo not given)	nt	-2	12	0	0.3	-2	-5
O=C(CSc1ccccn1)NCc1ccc2c(c1)OCO2	6	0	0	4	1.5	-3	-4
O=C(C[C@H]1CC[C@@H](NC(=O)CCN2CCCCC2)[C@H](CO)O1)Nc1nccs1	nt	3	-1	4	0.7	1	1
O=C(CN(Cc1cccs1)C(=O)CCC(=O)Nc1nccs1)NCc1ccccc1	nt	4	5	0	-3.5	-1	1
COc1ccc(C(CNC(=O)c2cccc(S(=O)(=O)Nc3ccc(F)cc3)c2)N(C)C)cc1 (stereo not given)	6	5	15	0	-1.2	13	-2
COc1cc(/C=C(\C#N)C(=O)Nc2nnc(C(F)(F)F)s2)ccc1OCc1ccc(C(F)(F)F)cc1C(F)(F)F	nt	3	nt	-1	2.4	0	3
C[C@H]1CN([C@@H](C)CO)C(=O)c2cc(NS(=O)(=O)c3ccc(Cl)cc3)ccc2O[C@@H]1CN(C)Cc1ccc(C(=O)O)cc1	0[16.7 µM]	2	-2	-3	3.1	-2	-2
NNc1ccc2nncn2n1	nt	-2	-5	6	2.5	0	-1
CN(C)CCCNC(=O)C[C@H]1C[C@H](C(=O)N2CCOCC2)[C@@]2(C)c3[nH]c4cc(-c5ccco5)ccc4c3CCN2C1=O	-5	2	-2	nt	1.9	-101	-8
O=c1c2ccccc2nc(/C=C/c2ccc(Br)cc2)n1CCO	-2	7	-3	nt	-2.6	0	0
O=C(Oc1oc(-c2ccco2)nc1C=Nc1ccccc1)c1ccoc1	1	1	-2	4	-0.3	3	5
C[C@H](CO)N1C[C@H](C)[C@@H](CN(C)Cc2ccc(Oc3ccccc3)cc2)Oc2c(NC(=O)CCCCCC(=O)Nc3ccccc3N)cccc2C1=O	nt	10	-4	-1	3.9	-2	22*
CC(=O)N1CCCCN2[C@H](CO)[C@H](c3ccc(-c4ccccc4)cc3)[C@@H]2C1	48[16.7 µM]	0	11	0	-1.9	-2	8

Part of the list above, reduced to Casp6 inh and miR122 inh.
| compound | Casp6 inh | miR122 inh |
| --- | --- | --- |
| C[C@H]1CN([C@@H](C)CO)C(=O)c2cc(NS(=O)(=O)c3ccc(Cl)cc3)ccc2O[C@@H]1CN(C)Cc1ccc(C(=O)O)cc1 | -2 | 0[16.7 µM] |
| NNc1ccc2nncn2n1 | 0 | nt |
| CN(C)CCCNC(=O)C[C@H]1C[C@H](C(=O)N2CCOCC2)[C@@]2(C)c3[nH]c4cc(-c5ccco5)ccc4c3CCN2C1=O | -101 | -5 |

Other compounds follow:
molecule	miR122 inh	ERp5 inh	DENV2 CPE	ERAP1 inh	CFTR F508del cor	Casp6 inh	SIRT5 inh
O=C(OC(C(=O)NCc1ccccc1)c1cccs1)c1ccccc1 (stereo not given)	nt	-1	3	1	-1.6	0	-4
COc1ccc(-c2csc(Nc3ccccc3)[n+]2CC(O)c2ccc([N+](=O)[O-])cc2)cc1 (stereo not given)	0	11	-4	-2	2.9	-3	-5
N=c1c2c(-c3ccccc3)c(-c3ccccc3)n(Cc3ccco3)c2ncn1CCCn1ccnc1	-4	-3	3	3	nt	-12	-1
CCn1c(C(=O)NC(C)c2ccc3c(c2)OCCO3)cc2sccc21 (stereo not given)	7	8	1	-2	-6.1	3	-2
COc1cccc(C(=O)Nc2ccncc2)c1OC	-11	2	9	4	-3.4	-1	-3
C[C@H]1CCCCO[C@H](CN(C)C(=O)C2CCCCC2)[C@@H](C)CN([C@@H](C)CO)C(=O)c2cc(NS(=O)(=O)c3cccs3)ccc2O1	0[16.7 µM]	-2	-1	-6	-1.8	1	-1
C[C@H](O)C#Cc1cnc2c(c1)C(=O)N([C@@H](C)CO)C[C@@H](C)[C@@H](CN(C)Cc1cncnc1)O2	-1[16.7 µM]	-1	-1	3	-0.9	-2	3
CCC(C)NC(=O)C(Sc1ccccc1)c1ccccc1 (stereo not given)	nt	-3	3	2	2.3	-6	-2
COc1ccccc1CNC(=O)C[C@@H]1C[C@H]2c3cc(NC(=O)CN(C)C)ccc3O[C@H]2[C@@H](CO)O1	0[16.7 µM]	0	-3	-1	0.0	1	-3
CCOC(=O)c1cc(C#N)c(N2CCN(c3ccc(OC)cc3)CC2)[nH]c1=O	1	-2	-1	0	-1.9	-1	0
COc1ccc(OC)c2sc(N3CCN(C(=O)c4ccc5ncsc5c4)CC3)nc12	nt	2	2	-1	4.2	2	-3
COc1ccc(C(CNC(=O)c2ccco2)N2CCOCC2)cc1 (stereo not given)	nt	-6	0	-2	-5.2	-1	0
O=C(C[C@@H]1C=C[C@H](NC(=O)C2CC2)[C@@H](CO)O1)NC1CCC1	7[16.7 µM]	-6	3	-1	-0.1	6	1
O=C(NC1CC1)C1=C[C@H](c2coc3ccccc3c2=O)C[C@H](OCc2ccc(CO)cc2)O1	-3	-2	7	1	1.8&1.7	2	3
CC(=O)c1c(N2CCOCC2)nc2ccc(Br)cc2c1-c1ccccc1	-1	-2	1	nt	-4.3	0	-3
O=C(NC(=S)Nc1ccc(CN2CCCCC2)cc1)c1ccco1	3	0	-6	0	-0.9	-27	1
Cc1ccc(OCC(=O)Nc2cccc(S(=O)(=O)N3CCCC3)c2)cc1C	-7	-1	?	-1	3.6	1	-3
O=C(C[C@H]1C=C[C@@H](NC(=O)c2ccncc2)[C@@H](CO)O1)Nc1ccccc1	nt	-6	-4	-2	-1.3	-1	3

Screening data deposited in PubChem BioAssay by Broad Institute.
